Bioassay records: PubChem, The Scripps Research Institute Molecular Screening Center
Pf gametocyte: inhibitors of late stage P. falciparum gametocyte viability. AID 743093. actives 0.065% (n = 150,000). inhibition, % at 10.9 µM. P. falciparum stage V gametocytes, ATP luminescence, 24 h;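 active = inhibition above the mean plus 3 SD of compounds within the control limits, set per campaign, cut at about 38% in these data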;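 also: 0% = DMSO wells and 100% = medium only without gametocytes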
The depositor's hits bear a star.

SMILES | Pf gametocyte
Clc1ccc(Cl)c(OCCCCN2CCCCC2)c1 | -9
COc1ccc(N2CCN(CNC(=O)c3ccccc3)CC2)cc1 | -16
Cc1cc(C)cc(C(=O)NC(CC(N)=O)c2ccc(N3CCC(Br)CC3)c([N+](=O)[O-])c2)c1 (configuration not stated) | -11
O=C(CNc1cccc(Cl)c1)c1ccc(Br)cc1 | -25
CCC(CO)Oc1cc(NCc2ccc(O)cc2)c2ncn(C(C)C)c2c1 (configuration not stated) | -13
Cc1ccc(CNC(=O)CN(C)S(=O)(=O)c2ccc(F)cc2)cc1 | 16
[O-][n+]1c2ccccc2c2n1CCCN=C2c1ccc(Cl)cc1 | -6
O=C(/C=C/c1ccccc1)Nc1cccnc1 | 27
CCC(=O)Nn1c(C2CCC2)nc2ccccc2c1=O | -1
CC(CNC(=O)Cn1ccc(N)nc1=O)c1ccccc1 (configuration not stated) | 12
O=C(O)c1ccc(S(=O)(=O)N2CCc3ccccc3C2)cc1 | 1
COc1c(Br)cc(Br)cc1/C=N/NC(=O)c1cccnc1 | 10
CCOC(=O)CSc1snnc1C | 4
O=C(C1CCCC1)N1CCC(CC2CC(c3cccc(Br)c3)=NO2)(C(=O)NCC2CCCCC2)CC1 (configuration not stated) | -10
O=C1C=C(/C=C/c2ccccc2)C[C@@H](c2ccc3c(c2)OCO3)C1 | -82
FC(F)(F)c1ccc(-n2cnc3ccccc32)nc1 | -6
CC(C)(C)OC(=O)NCCCCCc1cn(CC(=O)NCCCCCCCCCCC(=O)N2CCN(C(=O)OC(C)(C)C)CC2)nn1 | 10
COC(=O)Cc1coc2cc(OC)ccc12 | -10
CC1=C(C(=O)OCc2ccccc2)C(c2ccc([N+](=O)[O-])cc2)NC(=O)N1CCCC(=O)O (configuration not stated) | 8
COc1ccc([C@H]2CC(=O)C=C(/C=C/c3ccccc3)C2)cc1OC | -9
Cc1ccc(NC(=O)C2C3C=CC(O3)C2C(=O)O)c(C)c1 (configuration not stated) | 16
CC1(C)CCC[C@]2(C)C(CS(=O)c3ccccc3)=C(C=O)CC[C@@H]12 (some centres not stated) | 0
CC(CCc1ccccc1)NC(=O)C1CCC1 (configuration not stated) | 11
Cc1nc2cc(NS(=O)(=O)c3cccc4cccnc34)ccc2s1 | -20
COC(=O)[C@@H](C)NC(=O)c1ccc2oc(CCc3ccccc3)nc2c1 | -5
CC(=O)N1CCc2[nH]c3ccc(C)cc3c2C1 | 9
Cc1nc(Nc2ccc(Cl)cc2)c(C#N)c(=O)[nH]1 | -6
O=S(=O)(NCCCc1ccccc1)c1ccc(Br)cc1 | 13
Cc1cc(C)cc(C(=O)NC(CC(N)=O)c2ccc(NCCN3CCCC3)c([N+](=O)[O-])c2)c1 (configuration not stated) | 1
COc1ccc(CCNC(=O)c2cccnc2Cl)cc1OC | -7
O=S(=O)(NCc1cccnc1)c1ccc(Cl)cc1 | -7
CCCCNc1c(-c2ccc(OC)c(SC3CCCCC3)c2)nc2ccc(C)cn12 | -12
CC(C)(Cc1cccc(CC(C)(C)C(=O)O)c1)C(=O)O | 7
O=C(O)c1cccc(NC(=O)c2cn(-c3ccccc3)nc2-c2cccc(Br)c2)c1 | -54
C=CCn1c(NCc2ccccc2O)nc2ccccc21 | 4
COc1ccccc1C(=O)OCC#CCSc1nnc(-c2cccc3ccccc23)o1 | -11
O=C(O)c1cc2[nH]c3c(c2cc1Cl)CCCC3 | 16
CCCCNc1ccc2oc(-c3ccc(OC)cc3)c(-c3ccc(OC)c(F)c3)c2c1 | 3
CCOC(=O)[C@@H]1[C@H]2COc3ccccc3[C@@H]2N2C(=O)N(c3ccc(OC)cc3)C(=O)[C@@]12C | 21
Nc1ccc(Sc2ccccc2)nc1 | 18
CC1(C)CCC(=O)N2CC[C@H]3C[C@H](OC(=O)Nc4ccc(Br)cc4)C[C@@H]1[C@H]32 | 2
COc1cc(NC(=S)N2CCN(CCO)CC2)cc(OC)c1 | -18
Cn1c(=O)c2sccc2n(Cc2cccc(Br)c2)c1=O | -6
Cc1cc(C)c(OCCCNCc2ccccc2)c(Br)c1 | 0
Cc1ccc(Nc2nnc(C)c3ccccc23)c(C)c1 | 11
C[C@@H]1O[C@@H](O[C@H]2[C@H](O)[C@@H](O)[C@H](Oc3c(-c4ccc(O)cc4)oc4cc(O)cc(O)c4c3=O)O[C@@H]2CO)[C@H](O)[C@H](O)[C@H]1O | -17
COc1ccc2nc(C)cc(Nc3cccc(C(=O)O)c3)c2c1 | 9
O=C(CN1C(=O)COc2ccccc21)Nc1ccccc1F | 26
O=C1c2ccccc2C(=O)N1CCC(=O)N1CCc2ccccc21 | 17
CCCNc1nc(Cl)nc(Nc2ccc(Cl)cc2)n1 | 1
COc1ccc(CN2CCC(=O)N([C@H](CO)c3ccccc3)CC2)cc1OC | -14
Cn1c(COc2ccccc2Br)nc2ccccc21 | -8
COc1ccccc1C(=O)Nc1ccc2[nH]ncc2c1 | 9
C[N+]1(CC(O)c2ccccc2)CCCCCC1 (configuration not stated) | 9
c1ccc2cc(C3CCCCC3)ncc2c1 | 23
CCOc1ccc(NC(=S)NC23CC4CC(CC(C4)C2)C3)cc1 | 10

Exported field by field: entries from further up
> COc1ccccc1C(=O)Nc1ccc2[nH]ncc2c1
  Pf gametocyte = 9
> C[N+]1(CC(O)c2ccccc2)CCCCCC1 (configuration not stated)
  Pf gametocyte = 9

The results go on.
SMILES | Pf gametocyte
CC(C)(C)OC(=O)N1CCC(NC(=O)c2ncn(Cc3ccccc3)c2C(=O)NC2CCN(C(=O)OC(C)(C)C)CC2)CC1 | 15
O=Cc1ccccc1OCCCOc1cccc2cccnc12 | -14
CCOc1ccc(-n2nc3ccc(NC(=O)CC)cc3n2)cc1 | 3
Cc1cc(C(=O)N2CCN(c3ncccn3)CC2)sc1-c1ccccc1 | 10
CCCCCC1CCC(C(=O)N2CCOCC2)CC1 (configuration not stated) | 0
O=S1(=O)CCOC[C@H](CC2CCCCC2)N1Cc1ccccc1F | -16
COc1ccc([N+](=O)[O-])cc1C(=O)NC1CCN(Cc2ccccc2)CC1 | -22
CCCCS(=O)(=O)N1CCCC(C(=O)N2CCOCC2)C1 (configuration not stated) | -4

5 compounds picked at random from those above:
SMILES | Pf gametocyte
Cc1cc(C(=O)N2CCN(c3ncccn3)CC2)sc1-c1ccccc1 | 10
COc1ccc([N+](=O)[O-])cc1C(=O)NC1CCN(Cc2ccccc2)CC1 | -22
CC(C)(C)OC(=O)N1CCC(NC(=O)c2ncn(Cc3ccccc3)c2C(=O)NC2CCN(C(=O)OC(C)(C)C)CC2)CC1 | 15
CCOc1ccc(-n2nc3ccc(NC(=O)CC)cc3n2)cc1 | 3
CCCCS(=O)(=O)N1CCCC(C(=O)N2CCOCC2)C1 (configuration not stated) | -4

(listing goes on)
SMILES | Pf gametocyte
CC(C)(C)OC(=O)C[C@@H]1C/C=C\C[C@H](CC(=O)NCCO)C(=O)N[C@@H](c2ccccc2)COC1=O | -5
Cn1c(=O)c2nc(-c3ccccc3)c(-c3ccccc3)nc2n(C)c1=O | -2
CN(C)CCOC1c2ccccc2CSc2ccccc21 (configuration not stated) | -7
O=C(C[C@@H]1C/C=C/CC[C@@H](Cc2ccc(F)cc2)C(=O)O[C@@H](c2ccccc2)CNC1=O)NCCO | 8
C/C(=N\Nc1cc(-c2ccccc2)nc(-c2ccc(Br)cc2)n1)c1cccc(N)c1 | 10
CC(C)(C(=O)c1ccccc1)/[N+]([O-])=C/c1ccc(F)cc1 | -23
Cc1cn(CC(=O)c2ccccc2)c2ccccc12 | 7
C=CCNC(=O)c1ccc(-c2nc3ccccc3nc2-c2ccccc2)cc1 | -7
CC(=O)NC(c1cc(Cl)c2cccnc2c1O)C(C)C (configuration not stated) | -67
COc1cc(C(=S)N2CCOCC2)cc(OC)c1OS(=O)(=O)c1ccc(Cl)cc1 | -13
COc1ccc(N(CC(=O)Nc2ccccc2OC)S(=O)(=O)c2ccc(NC(C)=O)cc2)cc1 | 8
CCCCCOc1ccc(C(O)C(CN2CCOCC2)c2ccccc2)cc1 (configuration not stated) | -7
CC(=O)N1c2ccccc2C2CCCC[C@H]21 (some centres not stated) | 14
CCOCCCNC(=S)N(CCN(C)C)Cc1cc2cc3c(cc2[nH]c1=O)OCCO3 | 16
CCOC(=O)C1=C(N)OC2=C(C(=O)CCC2)C1c1ccc2c(c1)OCO2 (configuration not stated) | 24
O=[N+]([O-])c1cccc(-c2c(-c3ccccc3)ncc3cc(F)ccc23)c1 | 24

As a short view, part of the list above:
SMILES | Pf gametocyte
Clc1ccc(Cl)c(OCCCCN2CCCCC2)c1 | -9
COc1ccc(N2CCN(CNC(=O)c3ccccc3)CC2)cc1 | -16
Cc1cc(C)cc(C(=O)NC(CC(N)=O)c2ccc(N3CCC(Br)CC3)c([N+](=O)[O-])c2)c1 (configuration not stated) | -11
O=C(CNc1cccc(Cl)c1)c1ccc(Br)cc1 | -25
CCC(CO)Oc1cc(NCc2ccc(O)cc2)c2ncn(C(C)C)c2c1 (configuration not stated) | -13
Cc1ccc(CNC(=O)CN(C)S(=O)(=O)c2ccc(F)cc2)cc1 | 16

(more compounds)
SMILES | Pf gametocyte
Cc1ccccc1CNC(=O)c1ccccc1N(C)S(=O)(=O)c1ccccc1 | 14
CC1CCc2c(sc(NC(=O)c3noc4c3CCCC4)c2C(N)=O)C1 (configuration not stated) | 4
COc1ccc(/C(O)=C2/C(=O)C(=O)N(CCCN3CCOCC3)C2c2ccc(N(C)C)cc2)cc1 (configuration not stated) | 2
CCC(CO)Oc1cc(NCc2ccc(Cl)cc2Cl)c2ncn(C(C)C)c2c1 (configuration not stated) | -5
CC(=O)N(CCCNC(=O)c1ccccc1)C(=O)c1ccccc1 | 5
COc1ccc(CCNC(=O)c2cc3cc(F)ccc3nc2C)cc1OC | -15
Cc1ccccc1OCc1nnc(SCC(=O)O)n1-c1cccc(Cl)c1 | -1
O=C(Nc1ncccn1)c1cccc(F)c1 | -10
O=C1C(Cc2ccccc2)Nc2ncnc(N3CCOCC3)c2N1Cc1ccccc1 (configuration not stated) | 5
COc1ccccc1C(=O)NCCOc1ccc(C(C)(C)C)cc1 | 2
COc1ccccc1CN1CCN(S(=O)(=O)c2ccc(C)cc2)CC1 | 7
COc1ccc(OC)c(-c2nnc3n2N=C(c2ccc(OC)c(OC4CCOC4)c2)CS3)c1 (configuration not stated) | 7
CCOc1cc(N2CCOCC2)c(OCC)cc1NC(=O)c1nc2nc(C)cc(C)n2n1 | 7
O=C(/C=C/c1ccc(Br)cc1)N1CCN(Cc2ccccc2)CC1 | -11
Cc1ccc(-n2ncc3c(=O)n(CC(=O)N(C)C)cnc32)cc1 | -3
Cc1ccc(C2C(C(=O)c3cc4ccccc4o3)=C(O)C(=O)N2CCN(C)C)o1 (configuration not stated) | 3
COCCN1C(=O)N[C@@H](c2ccccc2)[C@H](C(C)=O)[C@H]1C | 1
COc1ccc(C(=O)c2c3ccc(OC)cc3[n+]([O-])n2CCCC(N)=O)cc1 | 13
O=C(c1ccc(-c2cc(O)c3ncccc3c2)cc1)N1CCNCC1 | -10
CCOc1ccc(N(CC(=O)N2CCN(C(=O)CN(c3ccc(OCC)cc3)S(C)(=O)=O)CC2)S(C)(=O)=O)cc1 | 15
Cc1ccc(N2C(=O)N3[C@H](c4ccc(Br)cc4)[C@@H]4C(=O)N(C(C)(C)C)C(=O)[C@@H]4[C@]3(C)C2=O)cc1 | 11
COc1ccc2sc(-c3ccc(S(C)(=O)=O)cc3)c(C(=O)NCCc3c[nH]c4ccccc34)c2c1 | -9
O=C(Nc1ccccc1N1CCCCC1)c1ccc(-c2cc(Cl)ccc2Cl)o1 | 1
COc1ccc(NC(=O)C2CC(c3ccccc3O)=NO2)cc1OC (configuration not stated) | -4
O=S(=O)(c1ccccc1)N1CCN(S(=O)(=O)c2ccc(F)cc2)CC1 | 5
Cc1cccc([C@@H]2[C@@H]3C(=O)N(Cc4ccccc4)C(=O)[C@@H]3[C@]3(Cc4ccc(Cl)cc4)C(=O)N(c4ccc(Br)cc4)C(=O)N23)c1 | 20
COc1cccc(C(=O)Nc2cccc(NC(=O)c3ccccc3Cl)c2)c1 | 1

Only part of the results is shown; the hit share may differ from the screen's.
